# FUS suppressor – rescues growth of FUS-expressing yeast; AID 1347120; Potency, µM (series often up to 76.6 µM), for the others: top-dose growth rescue (activation), usual class: activators; S. cerevisiae FUS-expressing, growth rescue, OD600, 24 h; hit rate 0.24% among 390,000;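 also: potency is read from the fitted curve at half-maximal effect; plate controls were DMSO vehicle for no effect and reference control for full effect; nearly all actives have a fitted effect of over 55% in size; some results filed as inactive show a strong effect at the top dose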
#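 Absorbance at 600 nm, taken 24hr after compound addition, measured rescue of FUS-yeast growth at 30C. Induction used 2% galactose with seeding at OD 0.005. Controls: CP55940 from 92uM final, DMSO only.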
# Abeta yeast res – restores growth of yeast expressing A-beta42 peptide; yeast expressing A-beta42, growth rescue, OD600, 48 h; response scale: 0% DMSO, 100% iron-clioquinol control; Potency, µM (highest dose often 46.1 µM), without a hit: top-dose growth rescue, most hits filed as activators; hit rate 0.063% among 410,000; AID 1347071; also: potency is read from the fitted curve at half-maximal effect; nearly all actives have a fitted effect of over 55% in size
#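 Growth rescue measured by 600 nm absorbance after 48 h yeast culture at 30 C with compound. Values normalized between DMSO and an equimolar ferric chloride plus clioquinol control.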
# PI5P4K alpha inh – inhibitors of human PI5P4K alpha; hit rate 1.2% among 330,000; PI5P4Kalpha enzyme, ADP-Glo luminescence, 60 min; stronger effect = lower value; AID 652105; P48426; max response, %; active = max response of -50% or lower; inconclusive = between -30% and -50%; inactive = -30% or higher; also: value at the top dose of about 77 µM; % is scaled to controls: 0 for no effect and ±100 for the full control effect
#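 qHTS, 1536-well: enzyme/substrate mix, compound by pin tool, 5 microM ATP final; RT 60 min; ADP-Glo reagents 1 (45 min) then 2 (30 min); luminescence.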
# EPAC1 ag – activates human EPAC1 exchange factor. EPAC1 agonist qHTS, biochemical assay; response scale: 100% = response to 6.5 mM cAMP. Potency, µM (doses to about 154 µM), inactives show at the top dose activation, most hits filed as activators. hit rate 0.073% among 360,000. AID 720707; also: potency is read from the fitted curve at half-maximal effect; nearly all actives have a fitted effect of over 60% in size
#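 Read-out is the fluorescence drop as BODIPY-GDP leaves Rap1B (480 nm excitation, 540 nm emission), recorded every 5 minutes over 30 minutes. Reactions held 100 nM EPAC1, 250 nM Rap1B–BODIPY-GDP and 50 uM GDP, with 6.5 mM cAMP setting full activation.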
# WRN inhibitor – inhibitors of human WRN helicase | Q14191 | WRN helicase unwinding, fluorescent forked duplex, kinetic | Potency, µM (titrated, usually from 114 µM), for inactives: top-dose activity change, negative = inhibition, hits mostly inhibitors | hit rate 0.46% among 360,000 | AID 651768; also: potency is read from the fitted curve at half-maximal effect; % is scaled to controls: 0 for no effect and ±100 for the full control effect; nearly all actives have a fitted effect of over 55% in size
# Target sequence (Q14191 whole entry, looked up): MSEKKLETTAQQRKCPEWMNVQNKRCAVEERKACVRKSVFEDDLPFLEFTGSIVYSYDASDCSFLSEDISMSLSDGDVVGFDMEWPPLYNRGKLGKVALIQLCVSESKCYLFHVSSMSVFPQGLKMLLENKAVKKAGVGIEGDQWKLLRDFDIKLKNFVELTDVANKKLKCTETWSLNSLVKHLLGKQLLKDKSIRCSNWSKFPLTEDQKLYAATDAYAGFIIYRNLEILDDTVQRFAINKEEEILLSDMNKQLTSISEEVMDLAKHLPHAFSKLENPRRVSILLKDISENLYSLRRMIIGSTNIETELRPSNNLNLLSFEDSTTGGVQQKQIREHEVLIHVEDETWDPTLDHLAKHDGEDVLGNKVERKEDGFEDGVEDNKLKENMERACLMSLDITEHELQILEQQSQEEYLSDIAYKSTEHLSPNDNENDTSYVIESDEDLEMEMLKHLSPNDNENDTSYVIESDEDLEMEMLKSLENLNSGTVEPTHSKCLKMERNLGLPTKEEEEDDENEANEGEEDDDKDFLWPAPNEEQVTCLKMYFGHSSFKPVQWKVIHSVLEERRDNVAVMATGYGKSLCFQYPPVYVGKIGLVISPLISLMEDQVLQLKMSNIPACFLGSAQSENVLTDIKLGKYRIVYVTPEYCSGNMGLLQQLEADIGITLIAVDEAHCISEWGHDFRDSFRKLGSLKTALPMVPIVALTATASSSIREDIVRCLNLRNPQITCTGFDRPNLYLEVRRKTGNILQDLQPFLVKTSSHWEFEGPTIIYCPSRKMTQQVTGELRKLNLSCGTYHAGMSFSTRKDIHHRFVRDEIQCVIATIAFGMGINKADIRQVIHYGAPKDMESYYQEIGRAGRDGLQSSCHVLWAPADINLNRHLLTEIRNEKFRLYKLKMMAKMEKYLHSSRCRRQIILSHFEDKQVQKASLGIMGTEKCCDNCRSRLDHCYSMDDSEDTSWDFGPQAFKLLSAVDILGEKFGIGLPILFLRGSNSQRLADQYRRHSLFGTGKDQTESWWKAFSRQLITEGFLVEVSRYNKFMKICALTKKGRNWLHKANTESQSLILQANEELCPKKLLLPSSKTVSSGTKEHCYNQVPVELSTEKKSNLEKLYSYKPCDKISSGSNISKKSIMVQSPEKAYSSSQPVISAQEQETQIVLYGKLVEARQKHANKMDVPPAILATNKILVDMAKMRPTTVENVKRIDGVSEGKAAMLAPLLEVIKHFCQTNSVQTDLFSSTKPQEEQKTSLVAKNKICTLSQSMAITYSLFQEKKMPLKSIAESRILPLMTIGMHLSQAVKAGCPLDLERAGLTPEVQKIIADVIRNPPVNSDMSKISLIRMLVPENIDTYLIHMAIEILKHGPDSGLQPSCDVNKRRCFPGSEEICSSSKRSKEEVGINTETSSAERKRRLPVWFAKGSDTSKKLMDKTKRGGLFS
#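 Enzyme (20 nM final) and test compound sit together 15 min at room temperature before substrate addition. Substrate is a single-forked duplex oligonucleotide (100 nM) labelled with fluorophore and quencher, with 2 mM ATP; helicase unwinding raises red fluorescence, read kinetically.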
# EPAC1 antag – EPAC1 (human) antagonism | Potency, µM (top dose mostly 115 µM), without a hit: at the highest dose activity change, negative = inhibition, most hits filed as inhibitors | hit rate 0.14% among 360,000 | EPAC1 GEF assay, Rap1b-BODIPY-GDP exchange fluorescence;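 also: potency is read from the fitted curve at half-maximal effect; plate controls were vehicle for no effect and positive control for full effect; nearly all actives have a fitted effect of over 50% in size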
# PLK1 PBD inh – PLK1 (human) polo-box domain binding inhibition. P53350. Plk1 PBD binding of FITC phosphopeptide, fluorescence polarization. Potency, µM, inactives show max response, negative = inhibition, most hits filed as inhibitors. hit rate 2.8% among 360,000; also: potency is read from the fitted curve at half-maximal effect; series mostly up to about 57 µM; % is scaled to controls: 0 for no effect and ±100 for the full control effect; nearly all actives have a fitted effect of over 65% in size
# IL-2 act – activators of IL-2; AID 652025; activation, % (series mostly up to about 46 µM); IL-2 activation reporter assay, cell-based qHTS; stimulated with anti-CD3/CD4/CD28 beads; in transgenic mouse T cells; hit rate 0.065% among 360,000; in the data active = activation above about 50%; inconclusive = mostly about 30% to 49%; also: 0% is about no effect
#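 Screening format: compound pinned onto unstimulated transgenic mouse T cells, 60 min incubation, then anti-CD3/anti-CD4/anti-CD28 bead stimulation for 18 hours at 37 degrees C, followed by EGFP and DsRed detection.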
# * = called active by the depositor; u = inconclusive; x = not tested or not shown; & = joins results of further samples; [ ] = remark or other dose. Unless noted, calls follow the shape of the dose curve; as a rule, active = well fitted curve in the direction sought with a large enough effect; inconclusive = small, poorly fitted or top-dose-only effect, or another doubt; inactive = no such curve, though single readings can be large; an effect the other way counts as inactive or inconclusive.
# The first four compounds as a preview:
SMILES,FUS suppressor,Abeta yeast res,PI5P4K alpha inh,EPAC1 ag,WRN inhibitor,EPAC1 antag,PLK1 PBD inh,IL-2 act
COc1ccc2cc(CCNC(=O)c3ccc4c(c3)OCO4)c(=O)[nH]c2c1,7%,-17%,3,5%,-4%,-11%,-15%,-3.6
Cc1ccc(S(=O)(=O)N(CC(=O)NC2CCCCCC2)c2ccccc2F)cc1,16%,-10%,x,7%,-6%,-6%,-7%,-0.6
CSc1ccc(/C=C/c2cc(=O)c3ccccc3[nH]2)cc1,x,-9%,-8,-10%,-27%,-18%,-6%,-0.2
COC(=O)c1ccc2c(c1)NC1=C(C(=O)CC(C)(C)C1)C(c1ccncc1)N2 (stereo unspecified),22%,-18%,15,16%,2%,-28%,-7%,21

# All compounds of this part, from the first entry:
SMILES,FUS suppressor,Abeta yeast res,PI5P4K alpha inh,EPAC1 ag,WRN inhibitor,EPAC1 antag,PLK1 PBD inh,IL-2 act
COc1ccc2cc(CCNC(=O)c3ccc4c(c3)OCO4)c(=O)[nH]c2c1,7%,-17%,3,5%,-4%,-11%,-15%,-3.6
Cc1ccc(S(=O)(=O)N(CC(=O)NC2CCCCCC2)c2ccccc2F)cc1,16%,-10%,x,7%,-6%,-6%,-7%,-0.6
CSc1ccc(/C=C/c2cc(=O)c3ccccc3[nH]2)cc1,x,-9%,-8,-10%,-27%,-18%,-6%,-0.2
COC(=O)c1ccc2c(c1)NC1=C(C(=O)CC(C)(C)C1)C(c1ccncc1)N2 (stereo unspecified),22%,-18%,15,16%,2%,-28%,-7%,21
CCCCN(C)CCNC(=O)C(=O)c1c(C)[nH]c2ccccc12,-1%,-6%,-8,-1%,-5%,-1%,-8%,-0.6
CC1CCCN(C(=O)CSc2nnc(-c3c[nH]c4ccccc34)o2)C1 (stereo unspecified),-5%,-21%,x,8%,-12%,-18%,-10%,-2.4
O=C(c1cc(-c2ccccc2Cl)nc2ccccc12)N1CCC1,1%,-21%,-8,-4%,-11%,15%,-5%,-1.6
CC1CCCCC1NC(=O)CSc1nnc(CN2CCOCC2)n1C (stereo unspecified),-19%,-5%,-3,3%,9%,4%,-20%,-0.1
CCOC(=O)N1CCN(C(=O)C2CCN(S(=O)(=O)c3cc(OC)ccc3OC)CC2)CC1,1%,-9%,-7,1%,2%,6%,5%,-2.5
CS(=O)(=O)N1CCN(C(=O)c2ccc(F)cc2)CC1,23%,-10%,x,-1%,0%,11%,-8%,-0.4
CCCNC(=O)Cn1c(=O)/c(=C/c2ccc(-c3cccc([N+](=O)[O-])c3)o2)s/c1=C\C(=O)C(C)(C)C,x,-1%,2,-11%,6%,4%,-28%,0.0
COc1ccc(N2C(=O)C3CCCN3C2c2ccc(C)o2)cc1Cl (stereo unspecified),u,14%,x,-1%,2%,10%,-2%,-1.9
COc1ccc(C(C(=O)NC2CCCC2)N(C(=O)c2ccoc2C)c2cc(C)cc(C)c2)cc1 (stereo unspecified),40%,0%,x,-8%,5%,11%,-8%,-0.6
CC(=O)c1ccc(-c2ccc(C(=O)N(C)Cc3nc4ccccc4c(=O)[nH]3)o2)cc1,-6%,-9%,0,-2%,5%,-10%,-8%,-0.8
Cc1ccc(S(=O)(=O)Oc2cc(N)c3c(n2)CCC3)cc1,6%,14%,-1,4%,4%,-3%,-11%,-1.4
COc1cc(NS(=O)(=O)c2ccc(Nc3nc(-c4ccccn4)cs3)cc2)nc(OC)n1,u,4%,0,-8%,u,-21%,-22%,-0.2
Cc1ccc(N=C2N=C(N)c3ccccc32)cc1C,13%,0%,x,2%,-6%,13%,-1%,-2.9
O=C(C[C@H]1C/C=C\C[C@H](NC(=O)OCC2c3ccccc3-c3ccccc32)C(=O)OC[C@H]2CCCN2C1=O)NCCO,1%,6%,0,1%,-9%,0%,-4%,-1.6
CCSc1cc(N2CCOCC2)nc(-c2ccc(Cl)cc2)n1,x,-15%,25,-9%,-18%,1%,-3%,-5.5
O=C(NCCC(=O)N1CCN(S(=O)(=O)c2ccc(F)cc2)CC1)Nc1ccccc1,-14%,-1%,0,-12%,0%,12%,-12%,1.1
CC(=O)Nc1ccc(S(=O)(=O)NNC(=O)c2cc3c4ccccc4n(C)c3s2)cc1,30%,-1%,-17,-3%,-4%,-18%,-8%,-3.6
CCCN1CCC(NC(=O)Cc2ccc(C)cc2)CC1,-13%,0%,3,-2%,8%,1%,1%,-2.2
CCc1ccc(OCc2nnc(SCC(=O)Nc3cccc(C(=O)N4CCOCC4)c3)o2)cc1,30%,14%,-2,4%,-21%,-17%,-13%,-0.6
C#CCN1C=C(C(=O)OCC)C(C)N(Cc2ccccc2I)S1(=O)=O (stereo unspecified),22%,8%,5,-5%,-8%,-20%,1%,-0.5
S=c1[nH]ncc2ccccc12,21%,-6%,x,-3%,-2%,12%,-9%,-1.7
Cc1c(Br)cccc1NC(=O)C1(C)CCN1C(C)C (stereo unspecified),-8%,-3%,-1,-3%,-2%[57.1 µM],-1%,4%,-0.5
CN1CCN(C(=O)C2CCN(S(=O)(=O)c3ccc4c(c3)oc(=O)n4C)CC2)CC1,-17%,4%,-7,1%,1%,-12%,1%,-1.3
CN(C(=O)CSc1nnc(Cc2cccs2)n1C1CC1)C1CCS(=O)(=O)C1 (stereo unspecified),-3%,8%,5,13%,4%,0%,-5%,-5.1
Cc1ccccc1C(NC(=O)C1CCN(Cc2ccc(Oc3ccccc3)cc2)CC1)c1ccsc1 (stereo unspecified),27%,-10%,6,-7%,-9%,-2%,-4%,-0.5
O=C(O)/C(=C\c1ccc(C(F)(F)F)cc1)c1ccc(S(=O)(=O)N2CCCC2)s1,x,5%,-3,-6%,-2%,-18%,-1%,2.2
COCc1ccc(C(=O)NC2CCCc3c2cnn3-c2ccc(C)c(C)c2)o1 (stereo unspecified),22%,-4%,-2,-2%,7%,9%,-12%,-4.8
CC[C@]12c3[nH]c4ccccc4c3CCN1C(=O)C(CC(=O)NC(C)(C)C)C[C@@H]2C(=O)N1CCN(C(=O)C2CC2)CC1 (stereo partly specified),16%,-3%,2,-7%,-2%,-1%,-16%,-0.5
O=C(O)c1ccc(Cl)c(NC(=O)C2CCN(S(=O)(=O)c3ccc4c(c3)OCCO4)CC2)c1,-40%,4%,-3,11%,3%,-7%,-7%,1.9
COc1cccc(-c2cc3nc(-c4ccccc4)cc(=O)n3[nH]2)c1,6%,-14%,-14,-11%,-13%,-2%,-7%,-2.5
COc1cc(NC(=O)c2nccn2C)cc(C(=O)Nc2cccc(C(F)(F)F)c2)c1,-12%&-7%,3%&-5%,5&2,-24%&-5%,-5%&-1%,-5%&-5%,-7%&-4%,-2.5&0.1
COc1cccc(C=Nc2ccc(C)c(F)c2)c1O,23%,3%,-5,11%,-28%,-6%,-21%,1.8
COCOCCn1cc(CN2CCS(=O)(=O)N(Cc3ccc(-c4ccc(F)nc4)cc3)C(CC(C)C)C2=O)nn1 (stereo unspecified),35%,-15%,-12,-7%,-9%,12%,-24%,-2.9
O=S(=O)(c1cnc[nH]1)N1CCN(c2ccc(Cl)cc2)CC1,-12%,8%,0,-3%,3%,-1%,-10%,-1.6
Cc1[nH]c(C)c(S(=O)(=O)NCC(C)c2ccccc2)c1C(=O)N1CCCCC1 (stereo unspecified),2%,8%,5,7%,-3%,6%,-20%,-2.0
COc1ccc(CCNC(=O)N2CCOCC2)cc1,4%,-8%,1,6%,12%,-1%,-7%,1.2
Cc1c(C)n2c(SCC(=O)NC3CCCC3)nnc2[nH]c1=O,-20%,-1%,3,3%,2%,12%,3%,-3.8
O=C(NC(Cc1ccc2c(c1)OCO2)C(=O)NC(Cc1ccccc1)C(=O)O)c1ccccc1 (stereo unspecified),10%,-8%,x,-4%,9%,0%,-6%,1.0
Fc1cccc(-c2ncc(-c3ccccc3)o2)c1,7%,4%,-7,2%,-15%,-12%,0%,1.1
CCOc1ccc(S(=O)(=O)N(CCO)CCO)cc1-c1nc2c(C(C)(C)C)nn(C)c2c(=O)[nH]1,16%,-6%,5,1%,-8%,-14%,-6%,0.7
COC(=O)c1cc(NC(=O)CSc2nncn2C)cc(C(=O)OC)c1,8%,1%,x,1%,3%,-1%,0%,1.8
C[N+](C)(C)CC/C=C1/c2ccccc2CSc2ccccc21,13%,-2%,5,-1%,9%,-11%,-11%,1.0
CC(C)n1nc(C(=O)NNC(=O)c2ccc(OC(F)F)cc2)c2ccccc2c1=O,3%,-16%,4,3%,-2%,-5%,0%,2.1
CC(C)(C)c1ccc(OCC(=O)OCCNC(=O)c2cccnc2)cc1,18%,7%,-2,-1%,0%,0%,1%,-1.4
CC(C)NC(=O)C1(C)CN(S(C)(=O)=O)CC(=O)N1CCOc1ccccc1 (stereo unspecified),17%,-10%,0,5%,5%,14%,9%,-0.1
CCN(CC)P(=O)(Nc1ccc(SC(F)F)cc1)c1ccc(N(C)C)cc1NC(=O)c1ccco1 (stereo unspecified),25%,6%,2,-1%,-13%,-6%,-1%,0.2
CCCN1Cc2cccc(C(=O)N3CCN(c4ccc(F)cc4)CC3)c2C1=O,5%,-24%,3,5%,-1%,-5%,-7%,-3.5
COC(=O)c1nnn(-c2nonc2N)c1COc1ccc(C=O)cc1OC,7%,-8%,-16,6%,4%,-19%,0%,0.2
CN1C(=O)/C(=C/c2ccccc2OCc2ccccc2F)NC1=S,x,-14%,-2,4%,-27%,-29%,-16%,-5.3
O=C1c2ccccc2C(=O)N1CCCc1nc(-c2cccnc2)no1,0%,-10%,3,-3%,12%,1%,-23%,-1.4
FC(F)(F)c1cccc(OCCN2CCN(Cc3ccccc3)CC2)c1,x,11%,1,-16%,-11%,-5%,2%,-3.0
O=C(CCC(=O)Nc1cccnc1)Nc1cccnc1,-8%,-5%,-1,14%,4%,9%,-10%,0.7
CCCCC(CC)CNC(=O)C1CCCN(S(=O)(=O)c2cnc[nH]2)C1 (stereo unspecified),-2%,1%,4,4%,-2%,-1%,-2%,1.9
O=C(NCc1cccnc1)c1c(F)c(F)c(F)c(F)c1F,-38%,-1%,-2,-6%,9%,6%,u,-2.5

# Screening results deposited in PubChem BioAssay by National Center for Advancing Translational Sciences (NCATS).
